FBPA Giardia inh: blocks Giardia fructose-bisphosphate aldolase activity; purified Giardia FBPA; Potency, µM (doses to about 59.6 µM), for the others: at the highest dose activity, negative = inhibition, most hits filed as inhibitors; 290,000 compounds, 0.71% hits; also: potency is read from the fitted curve at half-maximal effect; nearly all actives have a fitted effect of over 55% in size
Target sequence (A8B2U2 whole entry, looked up): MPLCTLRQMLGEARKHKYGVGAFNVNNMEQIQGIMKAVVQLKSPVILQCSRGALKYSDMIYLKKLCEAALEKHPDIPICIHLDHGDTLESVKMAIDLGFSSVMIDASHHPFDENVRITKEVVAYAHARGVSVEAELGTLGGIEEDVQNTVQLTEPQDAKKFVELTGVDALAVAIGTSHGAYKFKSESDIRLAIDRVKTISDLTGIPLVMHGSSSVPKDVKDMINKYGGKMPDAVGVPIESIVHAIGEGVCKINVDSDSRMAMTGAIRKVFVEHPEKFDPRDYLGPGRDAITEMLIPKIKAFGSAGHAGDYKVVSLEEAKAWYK
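40 nM FBPA preincubated 10 min at RT with compound (up to 57.5 uM final), then substrate plus GAPDH/TPI/NAD/arsenate coupling and diaphorase/resazurin added. Fluorescence read after 20 min at RT, 525/598 nm.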
HCMV inh: human cytomegalovirus inhibition | HFF cells, HCMV-luciferase reporter, 72 h; active compounds read low | activity change, negative = inhibition, % at 57.5 µM | 410,000 compounds, 4.5% hits; in the data active = activity change below about -60%; inconclusive = no clear call, values can overlap the other calls; inactive = above about -39%
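Two compound doses tested in HFFs infected with HCMV-luciferase, MOI 1 PFU/cell, 72 h at 37C. Lysate luminescence read with OneGlo; data normalized against buffer-only and 10uM Salinomycin inhibitor controls.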
Sm TGR block: S. mansoni TGR enzyme inhibition | Q962Y6 | Potency, µM (titrated, usually from 114 µM), for the others: at the top dose activity change, negative = inhibition, most hits filed as inhibitors | 360,000 compounds, 3% hits | purified TGR, DTNB reduction, TNB absorbance 405 nm; also: potency is read from the fitted curve at half-maximal effect; nearly all actives have a fitted effect of over 60% in size
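TGR 20 nM + NADPH 100 uM (dispensed conc.), cpd preinc 15 min RT; start with NADPH (500 uM addition) then DTNB (15 mM addition). Kinetic TNB absorbance, 405 nm filter. Four-parameter Hill fit across titration.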
AmpC no deterg: inhibitors of E. coli AmpC beta-lactamase without detergent; P00811; AmpC nitrocefin hydrolysis, absorbance 480 nm, 0.0001% Triton; Potency, µM (titrated, usually from 57.1 µM), for inactives: at the highest dose activity change, negative = inhibition, hits mostly inhibitors; 330,000 compounds, 0.52% hits; AID 485341;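 also: potency is read from the fitted curve at half-maximal effect; plate controls were no compound for no effect and no enzyme for full effect; nearly all actives have a fitted effect of over 20% in size; some results filed as inactive show a strong effect at the top dose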
Target sequence (P00811 whole entry, looked up): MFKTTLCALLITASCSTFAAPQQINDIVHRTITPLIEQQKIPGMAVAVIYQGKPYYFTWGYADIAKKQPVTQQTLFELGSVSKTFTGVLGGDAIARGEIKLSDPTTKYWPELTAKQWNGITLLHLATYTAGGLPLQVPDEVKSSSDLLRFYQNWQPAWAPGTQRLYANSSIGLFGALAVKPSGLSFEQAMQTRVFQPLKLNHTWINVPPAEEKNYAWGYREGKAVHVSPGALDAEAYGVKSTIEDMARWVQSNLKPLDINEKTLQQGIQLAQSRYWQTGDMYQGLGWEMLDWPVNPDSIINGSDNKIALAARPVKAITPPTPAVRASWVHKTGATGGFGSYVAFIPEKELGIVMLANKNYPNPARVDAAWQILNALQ
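AmpC (5.3 nM in the dispensed reagent) in 20 mM phosphate pH 7.0 with 0.01% (detergent screen) or 0.0001% Triton X-100 was preincubated with compounds for 15 min at room temperature. Nitrocefin was then added from an 800 uM solution, and hydrolysis was followed at 480 nm.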
AmpC inh detg: blocks E. coli AmpC beta-lactamase in detergent assay; 370,000 compounds, 0.041% hits; P00811; AmpC hydrolysis of nitrocefin, absorbance 480 nm, 0.01% Triton; Potency, µM (top dose mostly 114 µM), for inactives: at the highest dose activity change, negative = inhibition, most hits filed as inhibitors;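 also: potency is read from the fitted curve at half-maximal effect; 0% = no-compound wells and -100% = no-enzyme wells; nearly all actives have a fitted effect of over 25% in size; some results filed as inactive show a strong effect at the top dose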
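AmpC (5.3 nM in the dispensed reagent) in 20 mM phosphate pH 7.0 with 0.01% (detergent screen) or 0.0001% Triton X-100 was preincubated with compounds for 15 min at room temperature. Nitrocefin was then added from an 800 uM solution, and hydrolysis was followed at 480 nm.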
HCV inh: inhibitors of hepatitis C virus infection; Potency, µM (highest dose often 41.8 µM), without a hit: at the highest dose activity change, negative = inhibition, usual class: inhibitors; 340,000 compounds, 3.4% hits; Huh7.5.1 HCVcc-Cre infection, luciferase reporter, 44 h; also: potency is read from the fitted curve at half-maximal effect
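Infectious HCVcc-Cre (~0.5 moi) was added to cells just after compound, with cells seeded 4 h earlier at 1,000 per well. Luciferase activity after 44 h culture reported infection; substrate was incubated 15 min at room temperature before reading.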
* hit, by the source's call; & = joins results of further samples; [ ] = another dose, or the depositor's remark. Unless noted, calls follow the shape of the dose curve; as a rule, active = well fitted curve in the direction sought with a large enough effect; inconclusive = small, poorly fitted or top-dose-only effect, or another doubt; inactive = no such curve, though single readings can be large; an effect the other way counts as inactive or inconclusive. Unless noted, % is scaled to controls: 0 for no effect and ±100 for the full control effect.

Results for CN(C)CCn1cnc2c1c(=O)n(C)c(=O)n2C ?
HCMV inh: 30.7; Sm TGR block: -9.0%; AmpC no deterg: -7.6%; AmpC inh detg: -12.5%

Results for CC1=C(C(=O)Nc2ccccc2F)C(c2cccs2)NC(=S)N1 (stereo unspecified) ?
FBPA Giardia inh: -1.0%; HCMV inh: -34.4; AmpC no deterg: -24.2%; AmpC inh detg: 5.2%; HCV inh: -8.7%

Results for CCn1c(=O)c(CCC(=O)NCCN2CCOCC2)c(C)c2c(C)nn(-c3ccccc3)c21 ?
FBPA Giardia inh: 15.4%; HCMV inh: -15.7; Sm TGR block: -7.9%; AmpC no deterg: 95.3%[activator]; AmpC inh detg: inconclusive; HCV inh: inconclusive

How did CC1CCC(NC(=O)c2ccc(CS(=O)(=O)c3c(Cl)cccc3Cl)o2)CC1 (stereo unspecified) do in these assays?
HCMV inh: -14.4; Sm TGR block: 0.2%; AmpC inh detg: -2.2%

Results for CC(=O)c1ccccc1C(=O)N1CCCC(C(=O)c2ccc(C(F)(F)F)cc2)C1 (stereo unspecified) ?
FBPA Giardia inh: -3.9%; HCMV inh: 18.3; Sm TGR block: 39.8µM*; AmpC no deterg: 124.6%[activator]; AmpC inh detg: -1.2%; HCV inh: -53.8%

What do the screens show for `COc1ccc(NC(=O)C(F)(OC)C(F)(F)F)c(OC)c1` (stereo unspecified)?
FBPA Giardia inh: 6.8%; HCMV inh: 2.1; Sm TGR block: 1.2%; AmpC no deterg: -4.5%; AmpC inh detg: -1.1%; HCV inh: inconclusive

What do the screens show for `CCOc1ccc(S(=O)(=O)Nc2ccccn2)c2ccccc12`?
FBPA Giardia inh: -6.4%; HCMV inh: -9.5; Sm TGR block: 6.1%; AmpC no deterg: -3.5%; AmpC inh detg: -10.4%; HCV inh: 19.5%

What do the screens show for `O=C(O)C1C2CCC(C2)C1C(=O)NCc1ccco1` (stereo unspecified)?
FBPA Giardia inh: 5.8%; HCMV inh: -24.8; Sm TGR block: 0.0%; AmpC no deterg: 0.4%; AmpC inh detg: -13.8%; HCV inh: 4.2%

Results for CCOC(=O)c1c(C)c(-c2ccccc2)n(CC(=O)Nc2cc(C)ccc2OC)c1C ?
HCMV inh: 0.1; Sm TGR block: -0.2%; AmpC inh detg: -5.2%

Results for Cc1ccccc1C1CCCN(C(=O)c2cc(COc3c(F)cccc3F)on2)C1 (stereo unspecified) ?
FBPA Giardia inh: -2.6%; HCMV inh: -21.6; Sm TGR block: -2.9%; AmpC no deterg: 8.2%; AmpC inh detg: 7.2%; HCV inh: -25.2%

Results for COC(=O)c1ccc(NC(=O)CN2CCN(c3ccccc3C)CC2)cc1 ?
FBPA Giardia inh: 1.6%; HCMV inh: -26.4; Sm TGR block: -0.3%; AmpC no deterg: 2.6%; AmpC inh detg: -6.9%; HCV inh: inconclusive

How did COc1ccc(OCC(=O)OCC(=O)c2ccc(OC)c(F)c2)cc1 do in these assays?
HCMV inh: 27.3; Sm TGR block: 6.8%; AmpC no deterg: -19.3%; AmpC inh detg: -12.1%; HCV inh: 10.2%

How did Cc1ccc(OCCn2cnc3ccccc3c2=O)c([N+](=O)[O-])c1 do in these assays?
FBPA Giardia inh: -0.3%; HCMV inh: 132.7; Sm TGR block: 5.1%; AmpC no deterg: -12.5%; AmpC inh detg: -6.8%; HCV inh: 25.5%

How did CC1(C)CC(=O)C=C(c2cccc(Cl)c2O)C1 do in these assays?
HCMV inh: -5.3; Sm TGR block: -27.7%; AmpC no deterg: -4.1%; AmpC inh detg: -0.9%; HCV inh: 3.0%

Results for N=C1C(c2nc(-c3ccc(Cl)cc3)cs2)=C(O)CN1CCCN1CCOCC1 ?
FBPA Giardia inh: 7.8%; HCMV inh: -19.5; Sm TGR block: 18.7%; AmpC no deterg: 79.7%[activator]; AmpC inh detg: 10.9%; HCV inh: inconclusive

Results for CCOc1ccc(CNC(=O)c2cnc(SC)nc2C)cc1 ?
HCMV inh: -19.4; Sm TGR block: -4.6%; AmpC inh detg: 16.9%

How did Cn1nc(-c2ccccc2)c(/C=N/O)c1Cl do in these assays?
FBPA Giardia inh: 5.1%; HCMV inh: -20.2; Sm TGR block: 7.9%; AmpC no deterg: -14.9%; AmpC inh detg: 6.1%; HCV inh: -4.1%

Results for O=C(c1cccc(F)c1)N1CCN(Cc2cccc(Br)c2)CC1 ?
FBPA Giardia inh: 14.1µM*; HCMV inh: -1.6; Sm TGR block: 0.3%; AmpC no deterg: 89.2%[activator]; AmpC inh detg: -14.1%; HCV inh: 5.2%

How did CC1CC(C)CN(S(=O)(=O)N2CCCC(C(=O)NCCc3ccc(Cl)cc3)C2)C1 (stereo unspecified) do in these assays?
FBPA Giardia inh: -1.6%; HCMV inh: 0.0; Sm TGR block: -4.8%; AmpC no deterg: 49.6%; AmpC inh detg: 2.2%; HCV inh: -15.2%

How did CC1CCCCN1S(=O)(=O)c1ccccc1[N+](=O)[O-] (stereo unspecified) do in these assays?
FBPA Giardia inh: -2.5%; HCMV inh: -10.9; Sm TGR block: -13.6%; AmpC no deterg: -13.8%; AmpC inh detg: -8.8%; HCV inh: inconclusive

What do the screens show for `Cc1ccc(C)[n+](CC(=O)c2ccc(-c3ccccc3)cc2)c1`?
FBPA Giardia inh: 6.3%; HCMV inh: -30.1; AmpC no deterg: 34.3%; AmpC inh detg: -6.8%; HCV inh: -21.5%

How did COc1ccc(NC(=O)CCC(=O)c2ccc(-c3ccccc3)cc2)cc1 do in these assays?
FBPA Giardia inh: 2.2%; HCMV inh: -13.0; Sm TGR block: 1.3%; AmpC no deterg: -16.4%; AmpC inh detg: 4.2%; HCV inh: -17.9%

What do the screens show for `CCOC(=O)c1ccccc1Oc1c(F)c(F)nc(NCCO)c1F`?
FBPA Giardia inh: -9.1%; HCMV inh: -29.2; Sm TGR block: 7.5%; AmpC no deterg: 45.9%; AmpC inh detg: 6.1%; HCV inh: -9.2%

Results for COc1cc2c(cc1OC)C(c1cc(OC)c(O)c(OC)c1)CC(=O)N2 (stereo unspecified) ?
HCMV inh: 14.8; Sm TGR block: inconclusive; AmpC inh detg: 13.1%

What do the screens show for `COCc1nc2ccccc2n1Cc1ccccc1`?
FBPA Giardia inh: 9.1%; HCMV inh: 82.0; Sm TGR block: -23.1%; AmpC no deterg: 1.5%; AmpC inh detg: 2.6%; HCV inh: 16.5%

What do the screens show for `Cn1c(SCC(=O)c2ccccc2)nnc1-c1cccnc1`?
FBPA Giardia inh: 0.8%; HCMV inh: 3.7; Sm TGR block: 2.1%; AmpC no deterg: -2.6%; AmpC inh detg: 1.8%; HCV inh: -2.3%

How did CN(C)CCCN(C(=O)c1ccco1)c1nc2ccc(F)cc2s1 do in these assays?
FBPA Giardia inh: 0.0%; HCMV inh: 54.4; Sm TGR block: 1.2%; AmpC no deterg: 28.1%; AmpC inh detg: 1.5%; HCV inh: inconclusive

Results for COc1cc(NC(=O)CSc2ccc(-c3ccco3)nn2)cc(OC)c1 ?
HCMV inh: -4.6; Sm TGR block: 31.6µM*; AmpC no deterg: -34.4%; AmpC inh detg: 4.6%; HCV inh: inconclusive

Results for Cc1ccccc1OCC(=O)NC1CCCCCCC1 ?
FBPA Giardia inh: -2.4%; HCMV inh: inconclusive; Sm TGR block: 0.9%; AmpC no deterg: 4.2%; AmpC inh detg: -6.1%; HCV inh: -7.4%

Results for CC1(C)CC(NC(=O)c2ccc(-c3ccc([N+](=O)[O-])cc3)o2)CC(C)(C)N1 ?
HCMV inh: -26.0; Sm TGR block: 39.8µM*; AmpC no deterg: -5.1%; AmpC inh detg: 5.0%; HCV inh: -6.0%

Results for CCc1nnc(NC(=O)CSC(=S)N2CCOCC2)s1 ?
FBPA Giardia inh: inconclusive; HCMV inh: -97.9*; Sm TGR block: 3.0%; AmpC no deterg: -10.9%; AmpC inh detg: -3.3%; HCV inh: 17.7%

What do the screens show for `COc1cccc(NCc2cc3c(C(C)(C)C)nn(-c4ccccc4)c3[nH]c2=O)c1`?
FBPA Giardia inh: -13.5%; HCMV inh: -25.5; Sm TGR block: 19.5%; AmpC no deterg: 3.6%; AmpC inh detg: 1.4%; HCV inh: inconclusive

What do the screens show for `Cc1cc(C)nc(N2CCC(C(=O)NCc3cccc(C(F)(F)F)c3)CC2)n1`?
FBPA Giardia inh: 9.4%; HCMV inh: 20.7; Sm TGR block: -0.8%; AmpC no deterg: -18.2%; AmpC inh detg: -6.3%; HCV inh: -6.9%&-3.7%

How did Cc1ccc(C(=O)NC(=S)NNC(=O)COc2ccc([N+](=O)[O-])cc2)cc1 do in these assays?
FBPA Giardia inh: 28.5%; HCMV inh: 29.2; Sm TGR block: -19.7%; AmpC no deterg: -15.1%; AmpC inh detg: 4.8%; HCV inh: -4.2%

How did COc1ccc(OC)c2sc(N3CCc4ccccc4C3)nc12 do in these assays?
FBPA Giardia inh: -14.3%; HCMV inh: -75.9*; Sm TGR block: -3.3%; AmpC no deterg: 34.8%; AmpC inh detg: inconclusive; HCV inh: inconclusive

What do the screens show for `Cc1cccc(OCC(=O)NCCN2CCOCC2)c1`?
FBPA Giardia inh: 6.7%; HCMV inh: -16.2; Sm TGR block: 7.2%; AmpC inh detg: 17.2%; HCV inh: -5.3%

What do the screens show for `CCN1CCN(CCCNC(=O)c2ccc3nc(Cc4ccc(OC)cc4)oc3c2)CC1`?
HCMV inh: -13.9; Sm TGR block: 44.3%[activator]; AmpC inh detg: -1.0%

What do the screens show for `CC(C)[C@H](NC(=O)c1ccccc1)C(=O)NC1=NCCS1`?
HCMV inh: 53.1; AmpC no deterg: -33.7%; HCV inh: inconclusive

What do the screens show for `COc1cc(SC)ccc1C(=O)OCc1nc2ccsc2c(=O)[nH]1`?
HCMV inh: -2.0; Sm TGR block: -1.0%; AmpC no deterg: -18.4%; AmpC inh detg: inconclusive; HCV inh: 2.1%

What do the screens show for `C[C@H](CO)N1C[C@H](C)[C@@H](CN(C)S(=O)(=O)c2cccs2)Oc2ccc(NC(=O)c3ccncc3)cc2C1=O`?
HCMV inh: 19.0; AmpC no deterg: 75.7%[activator]; HCV inh: -11.1%

What do the screens show for `O=C(CSC(=S)N1CCOCC1)Nc1nccs1`?
FBPA Giardia inh: -3.3%; HCMV inh: -21.3; Sm TGR block: 6.7%; AmpC no deterg: -16.6%; AmpC inh detg: 6.2%; HCV inh: 2.4%

Results for COC(=O)c1ccc(Cl)cc1N(Cc1c(F)cccc1Cl)S(C)(=O)=O ?
FBPA Giardia inh: -0.5%; HCMV inh: -16.2; Sm TGR block: 7.8%; AmpC no deterg: -1.9%; AmpC inh detg: 7.6%; HCV inh: inconclusive

Results for CCOC(=O)C1CCCN(S(=O)(=O)c2ccc3[nH]c(=O)ccc3c2)C1 (stereo unspecified) ?
HCMV inh: 10.3; Sm TGR block: 11.9%; AmpC inh detg: 3.6%

Random excerpt: 2 entries already listed.
What do the screens show for `C[C@H](CO)N1C[C@H](C)[C@@H](CN(C)S(=O)(=O)c2cccs2)Oc2ccc(NC(=O)c3ccncc3)cc2C1=O`?
HCMV inh: 19.0; AmpC no deterg: 75.7%[activator]; HCV inh: -11.1%

What do the screens show for `CC(C)[C@H](NC(=O)c1ccccc1)C(=O)NC1=NCCS1`?
HCMV inh: 53.1; AmpC no deterg: -33.7%; HCV inh: inconclusive

Compound activity as filed in PubChem.
